Screening data: PubChem BioAssay, National Center for Advancing Translational Sciences (NCATS)
ATXN2 expr inh – reduces ATXN2 reporter expression in HEK-293 cells | 360,000 compounds, 0.72% hits | Potency, µM (doses to about 57 µM), for inactives: top-dose activity change, negative = inhibition, hits mostly inhibitors | HEK-293 ATXN2-luciferase reporter, luminescence, 24 h; note: % is set by controls: 0 for no effect and ±100 for the full control effect; nearly all actives have a fitted effect of over 55% in size
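ATXN2-luciferase reporter cells (luciferase flanked by upstream and downstream ATXN2 gene portions) were treated 24 h at 37 °C with compounds at up to 57 uM. SteadyGlo luminescence gave expression; GF-AFC fluorescence gave viability.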
HepG2 tox – kills HepG2 cells in TGF-b inhibitor counter-screen; HepG2 CAGA-GFP viability, ATP luminescence, 18 h; 410,000 compounds, 0.76% hits; Potency, µM (titrated, usually from 46.1 µM), without a hit: at the highest dose activity change, negative = cytotoxicity, actives largely listed as cytotoxic; AID 588856; note: some results filed as inactive show a strong effect at the top dose
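CellTiter-Glo luminescence gave cytotoxicity after 18 hours at 37 degrees C. The cells were HepG2 CAGA-GFP in 1% FBS DMEM, stimulated with 500 pg/mL TGF-beta after compound addition. %Activity was normalised to no-cell wells (complete cell-killing) and DMSO (no toxicity), and curves were fitted and classified.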
MCF10A rereplic – inducers of DNA re-replication in MCF 10A breast cells | MCF 10A DNA re-replication, Hoechst nuclear intensity, 48 h | 350,000 compounds, 2.9% hits | Potency, µM (top dose mostly 46.1 µM), for inactives: top-dose activity, positive = re-replication, most hits filed as activators; note: % of control where 0% means no effect; nearly all actives have a fitted effect of over 50% in size
TGFb SMAD3 inh – blocks TGF-b signaling; HepG2 CAGA-GFP TGF-b/SMAD3 reporter, GFP fluorescence, 18 h; TGF-beta stimulated, 500 pg/mL final; Potency, µM (top dose mostly 46.1 µM), for the others: top-dose activity, negative = inhibition, most hits filed as inhibitors; 410,000 compounds, 1.2% hits; note: % is set by controls: 0 for no effect and ±100 for the full control effect; nearly all actives have a fitted effect of over 65% in size
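Read-out: total well GFP (ex488/em500-530) summed from mean per-cell fluorescence. Cells: HEPG2 CAGA-GFP, 1% FBS DMEM, 18 h at 37 degrees C with 500 pg/mL final TGF-beta. Unstimulated wells served as the full-inhibition control; stimulated DMSO wells = 0%.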
Nrf2 activator – activates Nrf2 signaling | AREc32 ARE-luciferase reporter (MCF7-derived line), luminescence, 24 h | Potency, µM (highest dose often 46.1 µM), for inactives: at the highest dose activation, most hits filed as activators | 410,000 compounds, 0.31% hits | AID 624171; note: % of control where 0% means no effect; nearly all actives have a fitted effect of over 65% in size
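Nrf2 activation is followed as ARE-luciferase induction in the AREc32 line after one day of compound treatment; luminescence is read with Steady-Glo.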
EPAC2 antagonist – blocks human EPAC2 exchange factor | 360,000 compounds, 0.18% hits | AID 720708 | EPAC2 GEF exchange of Rap1B-BODIPY-GDP, fluorescence | Potency, µM (titrated, usually from 114 µM), for the others: top-dose activity, negative = inhibition, hits mostly inhibitors; note: % is set by controls: 0 for no effect and ±100 for the full control effect; nearly all actives have a fitted effect of over 45% in size; many of its hits are not listed in these tables
Target sequence (Q8WZA2 whole entry, looked up): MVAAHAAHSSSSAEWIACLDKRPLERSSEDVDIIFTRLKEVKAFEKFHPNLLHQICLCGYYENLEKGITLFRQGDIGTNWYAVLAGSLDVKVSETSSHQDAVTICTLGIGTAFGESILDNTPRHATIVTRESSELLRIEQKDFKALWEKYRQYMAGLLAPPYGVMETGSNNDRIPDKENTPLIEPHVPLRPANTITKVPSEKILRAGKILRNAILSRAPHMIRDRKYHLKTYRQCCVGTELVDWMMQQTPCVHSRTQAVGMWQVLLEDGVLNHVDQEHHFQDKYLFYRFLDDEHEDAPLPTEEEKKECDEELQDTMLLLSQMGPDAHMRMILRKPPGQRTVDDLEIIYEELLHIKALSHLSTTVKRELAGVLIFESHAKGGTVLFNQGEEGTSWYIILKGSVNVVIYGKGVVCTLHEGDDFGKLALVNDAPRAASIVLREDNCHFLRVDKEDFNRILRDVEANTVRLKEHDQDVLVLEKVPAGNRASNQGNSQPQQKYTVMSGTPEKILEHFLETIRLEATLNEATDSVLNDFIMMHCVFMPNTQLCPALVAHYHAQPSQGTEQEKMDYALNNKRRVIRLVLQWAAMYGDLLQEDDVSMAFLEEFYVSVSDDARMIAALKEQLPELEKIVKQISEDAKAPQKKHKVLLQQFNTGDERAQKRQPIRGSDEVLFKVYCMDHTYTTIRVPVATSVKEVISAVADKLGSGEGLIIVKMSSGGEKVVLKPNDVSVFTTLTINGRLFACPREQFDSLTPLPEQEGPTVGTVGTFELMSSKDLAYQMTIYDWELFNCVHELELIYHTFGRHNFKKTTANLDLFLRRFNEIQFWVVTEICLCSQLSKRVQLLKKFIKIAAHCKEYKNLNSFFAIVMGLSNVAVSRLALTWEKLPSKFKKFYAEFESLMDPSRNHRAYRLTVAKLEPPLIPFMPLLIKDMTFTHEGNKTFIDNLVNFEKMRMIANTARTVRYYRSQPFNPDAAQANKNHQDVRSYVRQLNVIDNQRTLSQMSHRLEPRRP
Nrf2 block – blocks Nrf2 signaling. A549 ARE-Fluc reporter, luciferase luminescence, 18-24 h. Potency, µM (top dose mostly 46 µM), for the others: at the highest dose activity change, negative = inhibition, most hits filed as inhibitors. 360,000 compounds, 2.1% hits. AID 504444; note: % is set by controls: 0 for no effect and ±100 for the full control effect; nearly all actives have a fitted effect of over 60% in size
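A549 ARE_Fluc cells, 5000/well, 5% FBS OPTI-MEM; compounds in dose-response, 18-24 h at 37 °C/5% CO2; CellTiter-Fluor viability read (Ex 405/Em 525), then BugLite luciferase luminescence = Nrf2 activity.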
A549 viability – kills or reduces viability of A549 cells in Nrf2 counter-screen. A549 ARE-Fluc cells, CellTiter-Fluor viability, 18-24 h. Potency, µM (doses to about 46 µM), inactives show at the highest dose activity change, negative = cytotoxicity, most hits filed as inhibitors. 390,000 compounds, 0.16% hits; note: % is set by controls: 0 for no effect and ±100 for the full control effect
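Cytotoxicity counterscreen: CellTiter-Fluor fluorescence was measured in A549 ARE_Fluc cells after 18-24 h of compound exposure in a concentration series. The subsequent BugLite luminescent read reports ARE-luciferase activity.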
ATXN viability – reduces viability in counter-screen for ATXN expression inhibitors. S2 cells (HEK-293 line with an ATXN2-luciferase reporter) viability, CellTiter-Fluor protease fluorescence, 24 h. Potency, µM (doses to about 56.7 µM), usual class: cytotoxic. 400,000 compounds, 0.49% hits. AID 651635; note: nearly all actives have a fitted effect of over 40% in size
An asterisk follows results filed as active; i = inactive; ? = inconclusive; . = not tested or not shown; [ ] = another dose, or the depositor's remark. Calls come from the whole dose curve; as a rule, active = well fitted curve in the direction sought with a large enough effect; inconclusive = small, poorly fitted or top-dose-only effect, or another doubt; inactive = no such curve, though single readings can be large; an effect the other way counts as inactive or inconclusive. Potency is the fitted concentration of half-maximal effect.

Values in the order – ATXN2 expr inh	HepG2 tox	MCF10A rereplic	TGFb SMAD3 inh	Nrf2 activator	EPAC2 antagonist	Nrf2 block	A549 viability	ATXN viability
NC(CCc1ccccc1)c1csc(NC(=O)NCCc2ccccc2)n1 (stereo not drawn)
  -27%	-79%	.	?	3.4%	5%	.	.	i
CC(=O)c1ccc(N2CCN(C(=S)NCCCN(C)C)CC2)cc1
  70%[activator]	1%	3%	0%	0.3%	1%	3%	-5%	i
COc1ccc(-c2cc(C(=O)Nc3ccc(F)cc3F)no2)cc1
  3%	0%	0%	-2%	-0.3%	1%	11%	2%	i
COc1ccc(CCNc2nnc(Sc3nnnn3-c3ccccc3)s2)cc1OC
  -28%	-19%	4.6µM*	-17%	?	-3%	-7%	-12%	?
COc1cccc(NC(=O)COc2cccc3c2CCNC3=O)c1
  7%	-17%	-2%	13%	0.0%	13%	?	-4%	?
O=C(N/N=C\c1ccc([N+](=O)[O-])o1)C1COc2ccccc2O1 (stereo not drawn)
  -31%	-146%	?	16µM*	0.2%	-6%	?	-20%	i
CCc1c(C)sc2c1CCN(C(=O)Nc1ccccc1C(=O)OC)C2c1ccc(F)cc1 (stereo not drawn)
  8%	0%	.	4%	-1.2%	.	.	3%	i
Cc1ccc(CS(=O)(=O)Cc2ccc(C(=O)NCc3cccnc3)o2)cc1
  -5%	1%	-3%	-2%	0.2%	12%	?	1%	i
CCc1nc2c(OCCc3cccc(OC)c3)cccn2c1N(C=O)Cc1ccccc1
  -26%	-6%	.	-1%	0.4%	-18%	.	.	?
O=C(/C=C/[C@H]1O[C@@H](n2ccc(=O)[nH]c2=O)[C@H](O)[C@@H]1O)NCCN1CCOCC1
  10%	-18%	.	3%	0.9%	2%	.	.	i
O=C(Nc1ccccc1)N1CCOCC1
  -1%	-9%	8%	2%	0.3%	-3%	?	-7%	i
CC[N+]1=C(C)C(C)(C)c2cc(C)ccc21
  ?	-32%	?	?	-0.9%	6%	10µM*	-18%	?
Cc1cc(O)ccc1-c1cnc2ccccc2n1
  5%	-24%	0%	4%	4.3%	-3%	.	13%	i
OC[C@@H]1CN(Cc2cccnc2)C[C@H](n2cnc3c(N4CCN(c5ccccc5)CC4)ncnc32)O1
  -19%	-7%	.	1%	1.0%	12%	.	.	i
C[C@H](NC(=O)OC(C)(C)C)c1nnc(SCc2ccc(Cl)cc2Cl)o1
  0%	-17%	.	?	-0.6%	.	?	1%	i
CC(=O)N/N=C/c1cc2c(cc1[N+](=O)[O-])OCO2
  4%	15%	-33%[inhibitor]	8%	-0.6%	9%	-17%	-6%	i
CSc1ncc(Cl)c(C(=O)Nc2nnc(SC/C=C/c3ccccc3)s2)n1
  0%	-15%	0%	?	-0.2%	-12%	-24%	1%	i
Cc1ccc(NC2CC(=O)N(c3ccc(N4CCCCC4)cc3)C2=O)cc1 (stereo not drawn)
  4%	-19%	-8%	11%	-0.8%	-4%	6%	-1%	i
CC1=NNC(=O)C1Cc1ccc(F)cc1 (stereo not drawn)
  3%	-1%	0%	7%	-0.4%	12%	3%	-11%	i
C#CCOCCOCCOCCNc1nc(N2CCN(C(=O)[C@H](CCCCN)n3cc(CC(C)O)nn3)CC2)nc(N2CCN(C(=O)[C@H](CCCCN)n3cc(CC(C)O)nn3)CC2)n1 (stereo partly drawn)
  10%	0%	?	5%	-0.7%	9%	-4%	-5%	i
CCCCn1nnnc1C(c1ccccc1)N1CCN(C(=O)C2CCCO2)CC1 (stereo not drawn)
  9%	.	.	.	-0.3%	-7%	.	.	i
O=c1cnc2cc([N+](=O)[O-])ccc2[nH]1
  -12%	-5%	2%	-1%	1.6%	7%	?	0%	i
CCc1ccc2c(CN3CCN(S(=O)(=O)c4ccc5c(c4)OCCO5)CC3)cc(=O)oc2c1
  -10%	-5%	16%	-15%	0.0%	3%	?	-2%	i
CCOc1ccc(C2C(C#N)=C(N)N(N(C)C)C3=C2C(=O)CCC3)cc1 (stereo not drawn)
  -5%	-7%	7%	0%	-0.8%	-5%	1%	-7%	i
CCOC(=O)CN(C)S(=O)(=O)c1ccc(-c2cc(C(=O)OC)sc2C(F)(F)F)cc1
  .	-40%	23%	?	2.1%	-24%	-6%	13%	i
COC(=O)NNC(=O)COc1ccc(Cl)cc1
  5%	15%	-2%	-15%	-0.3%	-3%	.	0%	i
CC(=O)Nc1ccc(NS(=O)(=O)c2cc(Br)cc3c2N(C(=O)C2CC2)CC3)cc1
  12%	-10%	.	?	-0.4%	.	-3%[9.27 µM]	-1%	i
Cc1ccc(N2CCN(C(=O)c3cccc([N+](=O)[O-])c3)CC2)cc1Cl
  -28%[11.3 µM]	20%	-6%	?	-0.3%	0%	-15%	-2%	?
Cc1ccc(N2C(=O)C3CC(c4ccccc4)=C4C5C=CC(C6C(=O)N(c7ccc(C)cc7)C(=O)C56)C4C3C2=O)cc1 (stereo not drawn)
  11%	-3%	-3%	-4%	0.8%	0%	0%	2%	i
CCCCN(C)c1ccc([N+](=O)[O-])cc1
  5%	0%	-1%	0%	0.0%	-14%	-6%	-9%	?

Profiles as entered above. Values in the order: ATXN2 expr inh | HepG2 tox | MCF10A rereplic | TGFb SMAD3 inh | Nrf2 activator | EPAC2 antagonist | Nrf2 block | A549 viability | ATXN viability
C#CCOCCOCCOCCNc1nc(N2CCN(C(=O)[C@H](CCCCN)n3cc(CC(C)O)nn3)CC2)nc(N2CCN(C(=O)[C@H](CCCCN)n3cc(CC(C)O)nn3)CC2)n1 (stereo partly drawn) in the list: 10% | 0% | ? | 5% | -0.7% | 9% | -4% | -5% | i
CSc1ncc(Cl)c(C(=O)Nc2nnc(SC/C=C/c3ccccc3)s2)n1 in the list: 0% | -15% | 0% | ? | -0.2% | -12% | -24% | 1% | i
O=c1cnc2cc([N+](=O)[O-])ccc2[nH]1 in the list: -12% | -5% | 2% | -1% | 1.6% | 7% | ? | 0% | i

Other records:
Values in the order – ATXN2 expr inh	HepG2 tox	MCF10A rereplic	TGFb SMAD3 inh	Nrf2 activator	EPAC2 antagonist	Nrf2 block	A549 viability	ATXN viability
CSc1ccc(CNC(=O)c2c(C)noc2C)s1
  -14%	-16%	0%	0%	0.1%	4%	3%	-11%	i
CC1=C(C(=O)N2CCCCCC2)CC(CC(=O)NCC2CCCCC2)C(=O)N1Cc1ccccc1 (stereo not drawn)
  -5%	8%	.	-28%	4.1%	6%	.	.	?
COCc1c(C(=O)N/N=C(/C)c2cccs2)nnn1-c1nonc1N
  3%	-2%	3%	-1%	-0.5%	11%	15%	4%	i
Cc1cc(C)c[n+](C(C)C(=O)c2ccc(-c3ccccc3)cc2)c1 (stereo not drawn)
  ?	-38%	4%	?	-0.4%	8%	15µM*	-10%	?
CCCOc1ccc(C(CC(=O)O)NC(=O)c2ccc3c(c2)OCO3)cc1 (stereo not drawn)
  -4%	3%	-5%	21%	-0.7%	-5%	-14%	-10%	i
Cc1cccc(-n2ncc3c(N(C)Cc4ccccc4)ncnc32)c1
  77%[activator]	-26%	?	-2%	6.3%	0%	-29%	1%	i
Cc1ccc(-c2cnc(SCCNC(=O)c3ccco3)[nH]2)cc1
  -3%	-13%	10%	3%	-0.3%	-3%	-14%	3%	i
CCCCn1c(SCc2ncc(-c3ccccc3)o2)nc2cc(S(N)(=O)=O)ccc21
  ?	-31%	?	?	-0.2%	-14%	15µM*	?	i
CNC(=O)CC(=O)Nc1ccccc1C(=O)O
  4%	1%	1%	17%	0.4%	1%	-17%	-6%	i
Cc1ccc(S(=O)(=O)c2cc3c(=O)n4ccccc4nc3n(Cc3ccco3)c2=N)cc1
  -7%	-21%	9%	2%	0.5%	16%	5%	4%	.
CC(C)(C)OC(=O)C[C@H]1C/C=C\C[C@@H](CC(=O)NCCO)C(=O)NCCOC1=O
  1%	-11%	17%	-1%	-0.8%	20%	2%	1%	i
COc1ccc(C(=O)NCCS(=O)(=O)NCc2ccc(F)cc2)cc1
  0%	1%	18%	5%	0.2%	1%	2%	0%	i
Cc1ccc(C)c(OCC(O)CN2CCCCC2C)c1 (stereo not drawn)
  -4%	-1%	13%	-35%	0.3%	15%	?	0%	i
O=C(N/N=C/c1c(O)n(Cc2ccco2)c(=O)[nH]c1=O)c1ccccc1
  27%	-54%	-6%	1%	7.8%	-10%	1%	-1%	i
Cc1ccc2nc(N(CCCN(C)C)C(=O)c3ccc(S(=O)(=O)N(C)C)cc3)sc2c1
  -3%	3%	8%	1%	-1.1%	3%	7%	1%	i
CCCc1nnc(NC(=O)CS(=O)(=O)c2ccc(C)cc2)s1
  -7%	3%	5%	-10%	-0.2%	8%	-3%	0%	i
CCOc1ccc(NC(=O)CCC(=O)NNC(=O)COc2ccc(C)cc2Br)cc1
  24%	3%	-33%[inhibitor]	-2%	2.8%	10%	?	3%	i
CC(C)(C)OC(=O)C[C@H]1C/C=C\C[C@@H](CC(=O)NCCO)C(=O)NC[C@@H](c2ccccc2)OC1=O
  -5%	-6%	33%	22%	-1.0%	6%	-3%	3%	i
CC1CCCC(C)N1C(=O)COC(=O)c1ccc2ccccc2n1 (stereo not drawn)
  5%	-22%	2%	2%	-0.5%	-4%	1%	8%	i
O=C(Nc1cccc(Cl)c1)c1ccc2nc(CCc3ccccc3)oc2c1
  7%	-25%	.	6%	0.5%	.	.	1%	i
Cc1nc2ccc(S(=O)(=O)NC(CC(C)C)C(=O)NCc3ccc(Cl)cc3)cc2s1 (stereo not drawn)
  -37%	-4%	.	?	4.0%	.	-20%	-8%	?
CCCC(O)(CCC)C(=O)NN(C(=O)OC)c1ccccc1
  -12%	-5%	-1%	-8%	0.1%	4%	1%	-4%	i
CCCCCC(=O)N1C[C@@H](O)[C@H](n2cc(COC(=O)c3ccccc3)nn2)C[C@@H]1c1ccc(OC)cc1
  0%	1%	.	16%	0.2%	-3%	.	.	i
Cc1ccc(OCCCCN2CCc3ccccc3C2)cc1
  -4%	-13%	15µM*	2%	2.8%	-2%	0%	8%	i
Cc1ccc(C)c(NC(=O)C(=O)NCC2CCCN2S(=O)(=O)c2cccs2)c1 (stereo not drawn)
  -16%	-7%	20%	?	-0.1%	3%	-14%	-1%	?

An excerpt; rates above refer to the full screens.
